Glioma ERSR ind – qHTS for Inducers of the Endoplasmic Reticulum Stress Response (ERSR) in Human Glioma: qHTS; U87-MG GRP78 promoter luciferase reporter, 16 h; Potency, µM, without a hit: top-dose activation, most hits filed as activators; hit rate 0.02% among 420,000; further: potency means the concentration at half of the fitted maximal effect; series mostly up to about 76 µM; % of control where 0% means no effect; nearly all actives have a fitted effect of over 35% in size
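Stably transfected U87-MG human glioma cells carrying a GRP78-based luminescent sensor were seeded at 1000 cells/well, pin-dosed with compounds and incubated 16 h. Luciferase reagent was then added, and end-point luminescence was read after 10 min at room temperature.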
Vif-A3G inh – qHTS for Inhibitors of Vif-A3G Interactions: qHTS | Potency, µM (series often up to 46.1 µM), for the others: at the top dose activity, negative = active, actives largely listed as inhibitors | HeLa A3G-eYFP + Vif (tagged APOBEC3G with the HIV-1 protein that degrades it), YFP fluorescence, overnight | AID 602310, 2012 | hit rate 0.076% among 410,000;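 further: potency means the concentration at half of the fitted maximal effect; on the % scale 0 is the no-effect control and ±100 the full control effect; nearly all actives have a fitted effect of over 60% in size; hits raise eYFP signal because A3G escapes Vif-driven loss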
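HeLa cells stably expressing Vif and C-terminally eYFP-tagged A3G, seeded overnight at 37 deg C, then exposed to compound by pintool overnight at 37 deg C. Rise in yellow fluorescence (Ex 488/Em 500-530, Acumen) marks blocked Vif-driven A3G degradation.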
D1 antagonist – Antagonist of Human D 1 Dopamine Receptor: qHTS | D(1A) dopamine receptor (Homo sapiens), P21728 | HEK293 TREx D1 cells, calcium flux, dopamine EC80; stronger effect = lower value | activity change, negative = inhibition, % at 10 µM | hit rate 3.2% among 360,000 | AID 504652, 2011; in the data active means activity change below about -30%; further: on the % scale 0 is the no-effect control and ±100 the full control effect
Target sequence (P21728 whole entry, looked up): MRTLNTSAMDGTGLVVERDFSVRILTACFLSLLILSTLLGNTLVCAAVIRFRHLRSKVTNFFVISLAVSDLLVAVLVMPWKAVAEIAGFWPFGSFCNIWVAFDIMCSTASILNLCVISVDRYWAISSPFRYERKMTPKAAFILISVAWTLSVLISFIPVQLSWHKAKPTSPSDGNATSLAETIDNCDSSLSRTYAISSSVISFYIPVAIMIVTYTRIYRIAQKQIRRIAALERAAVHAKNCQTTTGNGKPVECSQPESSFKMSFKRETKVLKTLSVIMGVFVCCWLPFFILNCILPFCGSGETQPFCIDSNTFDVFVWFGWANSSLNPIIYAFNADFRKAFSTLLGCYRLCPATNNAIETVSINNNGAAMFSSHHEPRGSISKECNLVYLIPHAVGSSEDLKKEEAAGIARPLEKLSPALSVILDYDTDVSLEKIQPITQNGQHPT
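Calcium flux readout: force-coupled, inducible Hek293 Trex D1 line, cells induced overnight at 30 C with tetracycline, dye-loaded 30–90 min at RT. Antagonism scored against EC80 dopamine challenge given 180 s after compound.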
D2 potentiator – HTS Assay for Positive Allosteric Modulators of the Human D2 Dopamine Receptor: Primary Screen for Potentiators; D(2) dopamine receptor (Homo sapiens), P14416; HEK293 T-REx D2, calcium flux, EC20 dopamine potentiation; potentiation, % at 10 µM; hit rate 0.34% among 340,000;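 active means potentiation over 3 SD above the plate norm, cut at about 30% in these data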; further: 0% is about no effect
Target sequence (P14416 whole entry, looked up): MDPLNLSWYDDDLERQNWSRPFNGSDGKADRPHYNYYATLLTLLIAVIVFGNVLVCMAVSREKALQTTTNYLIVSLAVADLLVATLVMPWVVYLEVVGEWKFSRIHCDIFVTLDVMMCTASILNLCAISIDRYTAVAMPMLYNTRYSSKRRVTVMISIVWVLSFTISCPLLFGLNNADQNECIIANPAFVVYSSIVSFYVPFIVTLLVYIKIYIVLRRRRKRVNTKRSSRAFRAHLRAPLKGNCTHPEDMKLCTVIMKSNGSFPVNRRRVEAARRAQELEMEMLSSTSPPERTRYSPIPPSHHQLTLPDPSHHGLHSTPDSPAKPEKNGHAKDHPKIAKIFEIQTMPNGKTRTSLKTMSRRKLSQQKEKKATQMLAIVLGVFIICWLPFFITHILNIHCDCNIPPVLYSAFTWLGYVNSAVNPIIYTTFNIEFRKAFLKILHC
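Potentiation of an EC20 dopamine calcium response is measured in a force-coupled, tetracycline-inducible Hek293 Trex D2 line. Compound-only kinetic reads over 180 s flag agonists before dopamine addition.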
RXFP1 ag – qHTS Assay for Agonists of the Relaxin Receptor RXFP1; Relaxin receptor 1 (Homo sapiens), Q9HBX9; HEK293T-RXFP1 cAMP TR-FRET, 30 min; response scale: percent of porcine relaxin response, buffer zero; Potency, µM (highest dose often 57.5 µM), without a hit: at the top dose activation, most hits filed as activators; hit rate 0.3% among 370,000; further: potency means the concentration at half of the fitted maximal effect; on the % scale 0 is the no-effect control and ±100 the full control effect; nearly all actives have a fitted effect of over 60% in size; many of its hits are not listed in these tables
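HEK293 cells stably expressing RXFP1, treated 30 min at 37C with compounds plus PDE4 inhibitor Ro 20174; cAMP measured by HTRF TR-FRET. Normalized to buffer and 29 nM porcine relaxin; EC50 by Hill fit.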
D1 PAM – Potentiators of Human D1 Dopamine Receptor: qHTS. D(1A) dopamine receptor (Homo sapiens), P21728. HEK293 TREx D1 cells, calcium flux, dopamine EC20 potentiation. potentiation, % at 10 µM. hit rate 0.036% among 360,000. AID 504651, 2011; in the data active means potentiation above about 30%; further: 0% is about no effect
D1 ag – Allosteric Agonists of the Human D1 Dopamine Receptor: qHTS; D(1A) dopamine receptor (Homo sapiens), P21728; HEK293 T-REx D1 cells, calcium flux, agonist mode; activation, % at 2 µM; hit rate 1% among 360,000; in the data active means activation above about 30%; further: 0% is about no effect
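Agonism was scored from calcium flux recorded over 180 s (1 read/s) after pintool compound addition, following a 10-cycle baseline. Cells were inducible force-coupled HEK293 TREx D1, plated overnight at 30 C and loaded with no-wash calcium dye.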
Vif-APOBEC3F blk – qHTS for Inhibitors of Vif-A3F Interactions: qHTS | HeLa A3F-eYFP + Vif (tagged APOBEC3F with the HIV-1 protein that degrades it), YFP fluorescence increase | Potency, µM (series often up to 46.1 µM), for inactives: top-dose activity, negative = active | hit rate 0.2% among 390,000 | AID 602313, 2012; further: potency means the concentration at half of the fitted maximal effect; % of control where 0% means no effect; nearly all actives have a fitted effect of over 65% in size
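Fluorescence increase (Ex 488/Em 500-530) after overnight compound treatment at 37 deg C flags inhibition of Vif-driven A3F-eYFP loss in stable HeLa A3F-eYFP/Vif cells seeded overnight beforehand.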
LDHA block – qHTS assay for inhibitors of human lactate dehydrogenase; hit rate 0.15% among 480,000; activity change, % (values are at about 110 or 230 µM); purified LDHA, NADH/diaphorase-resazurin fluorescence; stronger effect = lower value; AID 1347041, 2019; L-lactate dehydrogenase A chain (Homo sapiens), P00338; in the data active means activity change below about -30%; inconclusive means mostly about -25% to -30%;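 further: plate controls were DMSO wells for no effect and wells without enzyme for full effect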
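Enzyme activity of human lactate dehydrogenase 5 (2 nM; 0.06 mM NADH, 0.2 mM pyruvate, 5 min, RT) is measured via a resazurin/diaphorase fluorescence readout of residual NADH.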
Starred values were filed as active, the others as inactive; ? = inconclusive; nt = no result given; & = joins results of further samples. Unless noted, the call rests on the fitted dose curve; in most records, active means well fitted curve in the direction sought with a large enough effect; inconclusive means small, poorly fitted or top-dose-only effect, or another doubt; inactive means no such curve, though single readings can be large; an effect the other way counts as inactive or inconclusive. Only part of the results is shown (hit frequency here may not be typical).

Letter code: A = Glioma ERSR ind; B = Vif-A3G inh; C = D1 antagonist; D = D2 potentiator; E = RXFP1 ag; F = D1 PAM; G = D1 ag; H = Vif-APOBEC3F blk; I = LDHA block
smiles: O=C(Nc1ccccc1)[C@@H]1CC=C[C@@H]2CCN(C3CCCCC3)C(=O)[C@@H]21
  A = -1.6%&-2.9%	B = -2.3%&-1.8%	C = nt	D = nt	E = nt	F = nt	G = nt	H = -0.7%	I = -7.8
smiles: Cc1ccc2cc(C#N)c(SCC(=O)Nc3ccc4sc(C)nc4c3)nc2c1
  A = nt	B = nt	C = 0.1	D = -1.5	E = 1.4%	F = 4.0	G = 1.6	H = nt	I = nt
smiles: CCOc1ccc2c(c1)sc1nc(=O)n(-c3ccc(Cl)c(Cl)c3)c(=O)n12
  A = 0.5%	B = -8.5%	C = 9.7	D = 15.2	E = 5.0%	F = 1.1	G = 0.1	H = -0.3%	I = -2.0
smiles: CON(C)S(=O)(=O)c1cccc(C(=O)N(CC(=O)Nc2ccccc2C(F)(F)F)Cc2ccco2)c1
  A = -0.1%	B = 0.8%	C = nt	D = nt	E = nt	F = nt	G = nt	H = 10.4%	I = 2.5
smiles: O=C1c2ccccc2C(=O)N1CCc1nc2ccccc2c(=O)n1-c1ccccn1
  A = -0.6%	B = 2.2%	C = 11.5	D = nt	E = 0.0%	F = -3.5	G = 1.4	H = -1.8%	I = 0.0
smiles: O=C(Nc1ccc(Cl)cc1C(=O)c1ccccn1)c1ccccc1
  A = -2.4%	B = -0.6%	C = nt	D = nt	E = nt	F = nt	G = nt	H = 3.7%	I = -5.0
smiles: O=C(Nc1cccc(Cl)c1)c1ccc2c(=O)n3c(nc2c1)CCCCC3
  A = -1.6%	B = 0.9%	C = 6.4	D = 7.0	E = 0.5%	F = -4.4	G = 5.2	H = -13.6%	I = -10.8
smiles: COc1ccc(Nc2nc(N)nc(CSC(=S)N3CCOCC3)n2)cc1
  A = 2.2%	B = 0.7%	C = -1.7	D = 12.9	E = -1.1%	F = -4.0	G = -0.1	H = -1.6%	I = -0.8
smiles: CCN1CCN(c2ccc([N+](=O)[O-])c(Sc3nc4ccccc4[nH]3)c2)CC1
  A = -2.8%	B = -8.6%	C = -7.9	D = -24.5	E = -0.4%	F = -5.3	G = 2.0	H = -1.9%	I = -8.2
smiles: CCC(C)NC(=O)c1cnn(-c2cccc(F)c2)c1-n1cccc1 (centres undefined)
  A = -1.6%	B = 2.1%	C = -13.8	D = 6.6	E = -2.4%	F = -5.3	G = 0.5	H = 6.6%	I = 0.9
smiles: CC1CCCCC12NC(=O)N(CC(=O)N1CCN(S(=O)(=O)c3cccs3)CC1)C2=O (centres undefined)
  A = -1.8%	B = -0.5%	C = -9.4	D = -7.5	E = 0.1%	F = -2.5	G = 2.2	H = 3.7%	I = -10.8
smiles: Cc1cc(Cl)c2oc(C(=O)N3CCN(C4CCS(=O)(=O)C4)CC3)c(C)c2c1 (centres undefined)
  A = -0.9%	B = 3.1%	C = -0.2	D = 4.2	E = 3.8%	F = -0.6	G = 1.1	H = -4.2%	I = -2.0
smiles: CC(C)S(=O)(=O)c1oc(-c2ccc(F)cc2)nc1S(=O)(=O)c1ccccc1
  A = -10.8%	B = ?	C = 25.4	D = 3.6	E = 0.4%	F = 1.4	G = 7.1	H = -0.6%	I = 2.1
smiles: Cc1ccc(S(=O)(=O)/C(=C\N(C)C)c2cnc(Cl)s2)cc1
  A = -5.1%	B = 2.8%	C = -8.8	D = nt	E = -0.3%	F = 4.3	G = 0.8	H = 1.1%	I = -20.8
smiles: COc1ccc(S(=O)(=O)NCC(=O)N(CC2CCCO2)C(C(=O)NC2CCCC2)C(C)C)cc1 (centres undefined)
  A = -7.0%	B = 0.7%	C = 3.8	D = -10.9	E = 0.9%	F = 0.3	G = 0.0	H = 0.3%	I = -1.3
smiles: Cc1ccc(NC(=O)c2cc(N3C(=O)C=CC3=O)ccc2N2CCOCC2)cc1Cl
  A = -14.3%	B = -25.0%	C = -16.1	D = -3.1	E = -0.5%	F = -4.2	G = 26.5	H = -12.0%	I = 2.2
smiles: Cc1nonc1OCCNc1ccc([N+](=O)[O-])cc1
  A = 2.4%	B = -4.8%	C = -14.9	D = -3.0	E = -0.5%	F = -10.8	G = 1.9	H = -16.7%	I = -6.3
smiles: Cc1cc(OCC(=O)N(Cc2ccco2)c2c(N)n(Cc3ccccc3)c(=O)[nH]c2=O)ccc1Cl
  A = -6.9%	B = -15.7%	C = -0.4	D = 4.3	E = -0.3%	F = nt	G = 5.7	H = ?	I = -11.4
smiles: C/C(COc1ccccc1)=N\NC(=O)c1nnn(-c2nonc2N)c1CSc1ccc(C)cc1
  A = -3.2%	B = -3.7%	C = nt	D = nt	E = nt	F = nt	G = nt	H = -4.7%	I = 0.1
smiles: O=C1N/C(=N/N=C/c2ccccc2)SC1(c1ccccc1)c1ccccc1
  A = -6.6%	B = -0.5%	C = -4.4	D = -3.1	E = -1.0%	F = 3.6	G = 4.3	H = 2.2%	I = -6.4
smiles: COc1cc(C)ccc1NC(=O)c1ccc(S(=O)(=O)N2CCOCC2)cc1
  A = 2.1%	B = -0.4%	C = -7.6	D = -2.2	E = 0.6%	F = 1.2	G = 1.2	H = -1.5%	I = -13.3
smiles: COc1ccccc1C(C)NC(=O)CCC(=O)N1CCN(S(=O)(=O)c2ccc(Cl)cc2)CC1 (centres undefined)
  A = 3.0%	B = 0.4%	C = nt	D = nt	E = nt	F = nt	G = nt	H = 3.1%	I = -6.5
smiles: CC(=O)Nc1ccc(NC(=O)c2ccccc2N(C)S(C)(=O)=O)cc1
  A = -3.5%	B = 2.1%	C = -20.8	D = 4.0	E = -0.3%	F = -13.2	G = 1.4	H = -3.0%	I = 1.6
smiles: O=[N+]([O-])c1cccc(-c2nc(N3CCOCC3)c3ccccc3n2)c1
  A = nt	B = nt	C = -6.4	D = nt	E = 1.4%	F = -0.4	G = 3.9	H = nt	I = nt

Filtered by structure: those above with four or more nitrogen atoms
Letter code: A = Glioma ERSR ind; B = Vif-A3G inh; C = D1 antagonist; D = D2 potentiator; E = RXFP1 ag; F = D1 PAM; G = D1 ag; H = Vif-APOBEC3F blk; I = LDHA block
smiles: Cc1ccc2cc(C#N)c(SCC(=O)Nc3ccc4sc(C)nc4c3)nc2c1
  A = nt	B = nt	C = 0.1	D = -1.5	E = 1.4%	F = 4.0	G = 1.6	H = nt	I = nt
smiles: O=C1c2ccccc2C(=O)N1CCc1nc2ccccc2c(=O)n1-c1ccccn1
  A = -0.6%	B = 2.2%	C = 11.5	D = nt	E = 0.0%	F = -3.5	G = 1.4	H = -1.8%	I = 0.0
smiles: COc1ccc(Nc2nc(N)nc(CSC(=S)N3CCOCC3)n2)cc1
  A = 2.2%	B = 0.7%	C = -1.7	D = 12.9	E = -1.1%	F = -4.0	G = -0.1	H = -1.6%	I = -0.8
smiles: CCN1CCN(c2ccc([N+](=O)[O-])c(Sc3nc4ccccc4[nH]3)c2)CC1
  A = -2.8%	B = -8.6%	C = -7.9	D = -24.5	E = -0.4%	F = -5.3	G = 2.0	H = -1.9%	I = -8.2
smiles: CCC(C)NC(=O)c1cnn(-c2cccc(F)c2)c1-n1cccc1 (centres undefined)
  A = -1.6%	B = 2.1%	C = -13.8	D = 6.6	E = -2.4%	F = -5.3	G = 0.5	H = 6.6%	I = 0.9
smiles: CC1CCCCC12NC(=O)N(CC(=O)N1CCN(S(=O)(=O)c3cccs3)CC1)C2=O (centres undefined)
  A = -1.8%	B = -0.5%	C = -9.4	D = -7.5	E = 0.1%	F = -2.5	G = 2.2	H = 3.7%	I = -10.8
smiles: Cc1nonc1OCCNc1ccc([N+](=O)[O-])cc1
  A = 2.4%	B = -4.8%	C = -14.9	D = -3.0	E = -0.5%	F = -10.8	G = 1.9	H = -16.7%	I = -6.3
smiles: Cc1cc(OCC(=O)N(Cc2ccco2)c2c(N)n(Cc3ccccc3)c(=O)[nH]c2=O)ccc1Cl
  A = -6.9%	B = -15.7%	C = -0.4	D = 4.3	E = -0.3%	F = nt	G = 5.7	H = ?	I = -11.4
smiles: C/C(COc1ccccc1)=N\NC(=O)c1nnn(-c2nonc2N)c1CSc1ccc(C)cc1
  A = -3.2%	B = -3.7%	C = nt	D = nt	E = nt	F = nt	G = nt	H = -4.7%	I = 0.1
smiles: O=[N+]([O-])c1cccc(-c2nc(N3CCOCC3)c3ccccc3n2)c1
  A = nt	B = nt	C = -6.4	D = nt	E = 1.4%	F = -0.4	G = 3.9	H = nt	I = nt

Full records from above:
Cc1nonc1OCCNc1ccc([N+](=O)[O-])cc1 is listed as Glioma ERSR ind = 2.4%; Vif-A3G inh = -4.8%; D1 antagonist = -14.9; D2 potentiator = -3.0; RXFP1 ag = -0.5%; D1 PAM = -10.8; D1 ag = 1.9; Vif-APOBEC3F blk = -16.7%; LDHA block = -6.3
O=[N+]([O-])c1cccc(-c2nc(N3CCOCC3)c3ccccc3n2)c1 is listed as Glioma ERSR ind = nt; Vif-A3G inh = nt; D1 antagonist = -6.4; D2 potentiator = nt; RXFP1 ag = 1.4%; D1 PAM = -0.4; D1 ag = 3.9; Vif-APOBEC3F blk = nt; LDHA block = nt

High-throughput results from PubChem BioAssay.
